PTHR1 ag – qHTS for PTHR1 Agonists: Primary Screen | HEK293 GP2 PTHR1 cells, GloSensor cAMP luminescence, 1 h | Parathyroid hormone/parathyroid hormone-related peptide receptor (Homo sapiens), Q03431 | 410,000 compounds, 0.075% hits | Potency, µM (highest dose often 115 µM), for inactives: at the top dose activation, most hits filed as activators; further: potency means the concentration at half of the fitted maximal effect; nearly all actives have a fitted effect of over 55% in size; some results filed as inactive show a strong effect at the top dose; inactives centre near -15; many of its hits are not listed in these tables
Target sequence (Q03431 whole entry, looked up): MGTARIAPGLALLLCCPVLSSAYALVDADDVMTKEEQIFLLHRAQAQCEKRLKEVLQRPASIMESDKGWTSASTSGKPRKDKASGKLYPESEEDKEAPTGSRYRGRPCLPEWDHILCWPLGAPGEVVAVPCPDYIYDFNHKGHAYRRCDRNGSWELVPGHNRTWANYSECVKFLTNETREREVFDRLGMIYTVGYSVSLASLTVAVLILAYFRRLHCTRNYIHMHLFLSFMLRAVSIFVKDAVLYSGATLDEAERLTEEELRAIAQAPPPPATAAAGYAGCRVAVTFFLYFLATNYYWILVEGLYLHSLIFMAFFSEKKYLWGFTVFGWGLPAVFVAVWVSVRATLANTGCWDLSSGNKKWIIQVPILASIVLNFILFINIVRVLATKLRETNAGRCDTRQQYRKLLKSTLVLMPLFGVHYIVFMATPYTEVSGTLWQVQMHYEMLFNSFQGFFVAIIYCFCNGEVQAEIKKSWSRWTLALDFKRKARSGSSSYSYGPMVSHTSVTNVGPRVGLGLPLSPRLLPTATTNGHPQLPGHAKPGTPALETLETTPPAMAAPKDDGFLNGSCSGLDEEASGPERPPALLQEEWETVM
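HEK-293-derived GP2 cells expressing PTHR1 and a GloSensor cAMP reporter, 3,000/well, plated overnight, given luciferin plus IBMX (each 0.5 mM as added) for 1 h at 37 °C, then compound for 1 h at 37 °C. Luminescence was read after 15 min at room temperature.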
Akt phos inh – HTS Assay for Inhibitors of Akt Phophorylation: Primary Screen; Neuro2A IGF-stimulated pAkt S473 HTRF, 20 min; active compounds read low; activity change, % for hits at 50 µM; 360,000 compounds, 0.32% hits; AID 651550, 2012; in the data active means activity change below about -80%; inconclusive means mostly about -51% to -80%; further: on the % scale 0 is the no-effect control and ±100 the full control effect
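Neuro2A cells in DMEM with 0.5% FBS, overnight at 37 deg C, given compound at single 50 µM final, then IGF (6 nM final) for 20 min at 37 deg C. Lysed; phospho-Akt Ser473 by HTRF after 24 h, 665/615 ratio.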
MmCpn inh – Inhibitors of TCP-1 ring complex (TRiC) of Methanococcus maripaludis (MmCpn): qHTS; purified Mm-Cpn ATPase, ADP Transcreener TR-FRET; Potency, µM (top dose mostly 76.9 µM), without a hit: at the top dose activity, negative = inhibition, most hits filed as inhibitors; AID 504842, 2011; 330,000 compounds, 0.031% hits; further: potency means the concentration at half of the fitted maximal effect; on the % scale 0 is the no-effect control and ±100 the full control effect; nearly all actives have a fitted effect of over 80% in size
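Purified archaeal chaperonin (25 nM final) was preincubated with compound for 10 min at 37°C, then ATP (10 uM final) was added for 30 min at 37°C in Tris pH 7.4/KCl/MgCl2/DTT buffer. ADP was quantified by HTRF Transcreener TR-FRET.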
EPAC2 ag – qHTS for Agonist of cAMP-regulated guanine nucleotide exchange factor 4 (EPAC2): primary screen | Rap guanine nucleotide exchange factor 4 (Homo sapiens), Q8WZA2 | EPAC2 activation, biochemical qHTS; response scale: 100% = 6.5 mM cAMP response | Potency, µM (top dose mostly 154 µM), without a hit: at the highest dose activation, most hits filed as activators | 360,000 compounds, 0.079% hits | AID 720711, 2013; further: potency means the concentration at half of the fitted maximal effect; nearly all actives have a fitted effect of over 50% in size
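Exchange assay: 100 nM EPAC2 with 250 nM Rap1B-BODIPY-GDP and 50 uM GDP. Fluorescence (ex 480/em 540 nm) read every 5 min for 30 min at room temperature. Data normalized to 6.5 mM cAMP as agonist control.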
DRD3 agonist – qHTS of D3 Dopamine Receptor Agonist: qHTS; 410,000 compounds, 0.58% hits; D3R DiscoveRx beta-arrestin cells, luminescence, 90 min; D(3) dopamine receptor (Homo sapiens), P35462; max activation, %; in the data active means max activation above about 30%; further: 0% is about no effect; mostly tested at two doses, the higher about 12 µM
Target sequence (P35462 whole entry, looked up): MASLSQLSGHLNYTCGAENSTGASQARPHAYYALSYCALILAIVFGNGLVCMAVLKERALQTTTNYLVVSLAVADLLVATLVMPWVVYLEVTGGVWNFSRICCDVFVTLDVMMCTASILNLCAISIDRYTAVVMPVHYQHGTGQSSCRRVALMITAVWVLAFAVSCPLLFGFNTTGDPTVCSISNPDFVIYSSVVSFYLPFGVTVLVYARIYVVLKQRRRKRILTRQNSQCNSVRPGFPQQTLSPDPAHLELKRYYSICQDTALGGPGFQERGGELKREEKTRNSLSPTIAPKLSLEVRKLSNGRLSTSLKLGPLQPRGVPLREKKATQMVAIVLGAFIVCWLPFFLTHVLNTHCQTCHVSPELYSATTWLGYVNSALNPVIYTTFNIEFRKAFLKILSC
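Agonist-mode cell screen: cells plated at 1500/well and incubated overnight at 37 °C, then exposed to library compounds for 90 min at 37 °C. Detection reagent was added for 30–60 min at room temperature, and luminescence was read.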
EPAC2 antagonist – qHTS for Antagonist of cAMP-regulated guanine nucleotide exchange factor 2 (EPAC2): primary screen | 360,000 compounds, 0.18% hits | Rap guanine nucleotide exchange factor 4 (Homo sapiens), Q8WZA2 | Potency, µM (doses to about 114 µM), inactives show at the highest dose activity, negative = inhibition, most hits filed as inhibitors | EPAC2 GEF exchange of Rap1B-BODIPY-GDP, fluorescence; further: potency means the concentration at half of the fitted maximal effect; on the % scale 0 is the no-effect control and ±100 the full control effect; nearly all actives have a fitted effect of over 45% in size; many of its hits are not listed in these tables
CCT modulator – High-Throughput Screening for Modulators of Cytosolic Chaperonin Activity. purified chaperonin ATPase assay, HTRF ADP detection, 30 min. activity change, % (no concentration beside the values), hits read low. 360,000 compounds, 0.3% hits; in the data active means activity change below about -30%; further: on the % scale 0 is the no-effect control and ±100 the full control effect
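TRiC (40 or 20 nM final, by batch activity) in 30 mM Tris pH 7.4, 100 mM KCl, 5 mM MgCl2, 1 mM DTT was treated with compound at 76 uM single dose, then 10 uM ATP, 30 min at 37 °C. ADP was read by HTRF Transcreener.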
DRD3 antagonist – qHTS of D3 Dopamine Receptor Antagonist: qHTS | D(3) dopamine receptor (Homo sapiens), P35462 | D3R cells, DiscoveRx beta-arrestin luminescence, antagonist mode; active compounds read low | max response, negative = inhibition, % | 360,000 compounds, 2.5% hits | AID 652054, 2013; in the data active means max response below about -50%; inconclusive means no clear call, values can overlap the other calls; further: on the % scale 0 is the no-effect control and ±100 the full control effect; mostly tested at two doses, the higher about 12 µM
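Cells plated overnight at 1500 cells/well, then exposed to library compounds with dopamine controls for 90 minutes at 37 degrees C. DiscoveRx reagent added for 30–60 minutes at room temperature; luminescence read, quantitative HTS format.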
An asterisk follows results filed as active; [ ] = another dose, or the depositor's remark. Unless noted, the call rests on the fitted dose curve; in most records, active means well fitted curve in the direction sought with a large enough effect; inconclusive means small, poorly fitted or top-dose-only effect, or another doubt; inactive means no such curve, though single readings can be large; an effect the other way counts as inactive or inconclusive. An excerpt; the hit share may differ from the screen's.

What do the screens show for `O=C(/C=C/c1cccc([N+](=O)[O-])c1)NCCc1ccc(F)cc1`?
PTHR1 ag: inactive; Akt phos inh: inactive; MmCpn inh: 0%; EPAC2 ag: 14%; DRD3 agonist: -7; EPAC2 antagonist: -21%; CCT modulator: -13; DRD3 antagonist: -16

How did N#Cc1ccc(NC(=O)COC(=O)c2cccnc2Cl)cc1 do in these assays?
PTHR1 ag: -6%; Akt phos inh: inactive; MmCpn inh: 1%; EPAC2 ag: -2%; DRD3 agonist: -17; EPAC2 antagonist: 3%; CCT modulator: -0.1; DRD3 antagonist: inconclusive

Results for O=C(Cn1ccc(NC(=O)OCc2ccccc2)nc1=O)NCCCn1ccnc1 ?
PTHR1 ag: inactive; Akt phos inh: inactive; MmCpn inh: 2%; EPAC2 ag: 4%; DRD3 agonist: 0; EPAC2 antagonist: 6%; CCT modulator: 1.4; DRD3 antagonist: 10

How did Cc1nn(-c2ccccc2)c2c1C(c1ccc(Br)s1)C(C#N)=C(N)O2 (stereo not drawn) do in these assays?
PTHR1 ag: -31%[inhibitor]; Akt phos inh: inactive; MmCpn inh: 0%; EPAC2 ag: 5%; DRD3 agonist: 0; EPAC2 antagonist: 4%; CCT modulator: -2.7; DRD3 antagonist: 5

What do the screens show for `COc1ccc(NS(=O)(=O)c2ccc(Cl)c(NC(=O)c3ccccc3F)c2)cc1`?
PTHR1 ag: -6%; Akt phos inh: inactive; MmCpn inh: 1%; EPAC2 ag: 12%; DRD3 agonist: 7; EPAC2 antagonist: 6%; CCT modulator: -4.8; DRD3 antagonist: 6

Results for C=CCOC(=O)C1CC=CCC1C(=O)Oc1ccc(F)cc1F (stereo not drawn) ?
PTHR1 ag: inactive; Akt phos inh: -80%*; MmCpn inh: -7%; EPAC2 ag: 3%; DRD3 agonist: 1; EPAC2 antagonist: -2%; CCT modulator: -1.5; DRD3 antagonist: -16

How did CN1C(=S)SC2CS(=O)(=O)CC21 (stereo not drawn) do in these assays?
PTHR1 ag: inactive; Akt phos inh: inactive; MmCpn inh: 0%; EPAC2 ag: 11%; DRD3 agonist: -3; EPAC2 antagonist: 2%; CCT modulator: -2.9; DRD3 antagonist: -11

What do the screens show for `O=C1N/C(=C/c2cccn2-c2ccccc2)C(=O)N1Cc1ccccc1F`?
PTHR1 ag: -23%; Akt phos inh: inactive; MmCpn inh: 1%; EPAC2 ag: 5%; DRD3 agonist: -12; EPAC2 antagonist: -9%; CCT modulator: -4.5; DRD3 antagonist: -14

How did O=c1[nH]c2sc3c(c2c(=O)n1Cc1ccccc1)CCC3 do in these assays?
PTHR1 ag: -16%[57.5 µM]; Akt phos inh: inactive; MmCpn inh: 2%; EPAC2 ag: -2%; DRD3 agonist: -5; EPAC2 antagonist: 7%[57.1 µM]; CCT modulator: 0.3; DRD3 antagonist: 5

Results for C/C(=C\c1ccco1)C1C(C#N)=C(N)Oc2n[nH]c(-c3ccc(C)cc3)c21 (stereo not drawn) ?
PTHR1 ag: -10%; Akt phos inh: inactive; MmCpn inh: 2%; EPAC2 ag: -3%; DRD3 agonist: 14; EPAC2 antagonist: 4%; CCT modulator: -3.4; DRD3 antagonist: 3

What do the screens show for `COc1ccc(-c2csc3ncnc(N4CCN(c5ccccc5Cl)CC4)c23)cc1`?
PTHR1 ag: -13%; Akt phos inh: inactive; MmCpn inh: -10%; EPAC2 ag: -2%; DRD3 agonist: 12; EPAC2 antagonist: 11%; CCT modulator: -2.3; DRD3 antagonist: 9

What do the screens show for `c1ccc(-n2nnnc2-c2cnc(-c3cccnc3)nc2-c2cccs2)cc1`?
PTHR1 ag: -3%; Akt phos inh: inactive; MmCpn inh: -2%; EPAC2 ag: 14%; DRD3 agonist: -1; EPAC2 antagonist: 0%; CCT modulator: -0.8; DRD3 antagonist: 8

Results for CC1CCCCC1NC(=O)CN1CCC(O)(c2ccc3c(c2)OCO3)CC1 (stereo not drawn) ?
PTHR1 ag: inactive; Akt phos inh: inactive; MmCpn inh: 1%; EPAC2 ag: 2%; DRD3 agonist: 4; EPAC2 antagonist: 15%; CCT modulator: -2.7; DRD3 antagonist: -3

Results for CC1=C(C(=O)Nc2ccccc2)C2(CCCCC2)C(C#N)=C(SCC(N)=O)N1 ?
PTHR1 ag: inactive; Akt phos inh: inactive; MmCpn inh: 0%; EPAC2 ag: -13%; DRD3 agonist: 2; EPAC2 antagonist: 7%; CCT modulator: -1.2; DRD3 antagonist: 8

What do the screens show for `COCCNC(=O)CSCc1cc(C)cc(C)c1`?
PTHR1 ag: inactive; Akt phos inh: inactive; MmCpn inh: 0%; EPAC2 ag: -2%; DRD3 agonist: 3; EPAC2 antagonist: -5%; CCT modulator: -0.5; DRD3 antagonist: -2

What do the screens show for `Cn1c(SCc2ccc([N+](=O)[O-])cc2)nc2c(c1=O)SCC2`?
PTHR1 ag: -24%; Akt phos inh: inactive; MmCpn inh: -2%; EPAC2 ag: -3%; DRD3 agonist: 5; EPAC2 antagonist: -10%; CCT modulator: 1.4; DRD3 antagonist: 15

What do the screens show for `O=C1CN(N=Cc2ccco2)C(=O)N1`?
PTHR1 ag: -13%; Akt phos inh: inactive; EPAC2 ag: -7%; DRD3 agonist: 0; EPAC2 antagonist: 5%; CCT modulator: -1.0; DRD3 antagonist: 7

Results for Cc1ccccc1NC(=O)COC(=O)c1c(-c2ccccc2)noc1C ?
PTHR1 ag: -4%; Akt phos inh: inactive; MmCpn inh: 1%; EPAC2 ag: -4%; DRD3 agonist: 1; EPAC2 antagonist: 1%; CCT modulator: -0.6; DRD3 antagonist: 2

What do the screens show for `Cc1nn(C(C)C(=O)O)c2ccccc12` (stereo not drawn)?
PTHR1 ag: inactive; Akt phos inh: inactive; MmCpn inh: -1%; EPAC2 ag: 8%; DRD3 agonist: -3; EPAC2 antagonist: 0%; CCT modulator: -1.2; DRD3 antagonist: 10

How did O=C(CC12CC3CC(CC(C3)C1)C2)NC(=S)NCc1ccccc1 do in these assays?
PTHR1 ag: inactive; Akt phos inh: inactive; MmCpn inh: -1%; EPAC2 ag: 0%; DRD3 agonist: -6; EPAC2 antagonist: 5%; CCT modulator: -1.2; DRD3 antagonist: inconclusive

What do the screens show for `FC(F)(F)c1ccc(Cl)c(-n2c(-c3cc(C4CC4)[nH]n3)n[nH]c2=S)c1`?
PTHR1 ag: -1%; Akt phos inh: inactive; MmCpn inh: -1%; EPAC2 ag: 5%; DRD3 agonist: -3; EPAC2 antagonist: -5%; CCT modulator: -6.1; DRD3 antagonist: -15

How did Cc1nnc(-c2cccc(Br)c2)c2cn(-c3ccc(Br)cc3)nc12 do in these assays?
PTHR1 ag: inactive; Akt phos inh: inactive; MmCpn inh: -15%; EPAC2 ag: 6%; DRD3 agonist: 3; EPAC2 antagonist: 13%; CCT modulator: -1.0; DRD3 antagonist: 11

Results for CCOC1=C2[C@@H](CN(S(=O)(=O)c3ccc(C)cc3)[C@H]2c2ccccc2Cl)[C@H]2C(=O)NC(=O)[C@H]2C1 ?
PTHR1 ag: -4%; Akt phos inh: inactive; EPAC2 ag: 12%; DRD3 agonist: 1; EPAC2 antagonist: inconclusive; CCT modulator: -0.9; DRD3 antagonist: 8

Results for CCOCCCNC(=O)c1ccc2c(c1)ncn2-c1ccc(CC)cc1 ?
PTHR1 ag: -15%; Akt phos inh: inactive; MmCpn inh: -9%; EPAC2 ag: 3%; DRD3 agonist: 0; EPAC2 antagonist: 0%; CCT modulator: -0.5; DRD3 antagonist: -19

How did O=C(Nc1ccc2c(c1)OCCO2)C1CCN(S(=O)(=O)c2ccccc2)CC1 do in these assays?
PTHR1 ag: -19%; Akt phos inh: inactive; MmCpn inh: 2%; EPAC2 ag: 12%; DRD3 agonist: -6; EPAC2 antagonist: -14%; CCT modulator: -0.1; DRD3 antagonist: -5

Results for Cc1ccc(C)c(NC(=O)C2CC(=O)N(C(C)C)C2)c1 (stereo not drawn) ?
PTHR1 ag: inactive; Akt phos inh: inactive; MmCpn inh: 0%; EPAC2 ag: -3%; DRD3 agonist: 2; EPAC2 antagonist: -3%; CCT modulator: -1.5; DRD3 antagonist: 8

How did CCC1(CC)NC(=O)N(Cc2nc3ccccc3s2)C1=O do in these assays?
PTHR1 ag: -15%; Akt phos inh: inactive; MmCpn inh: 0%; EPAC2 ag: -1%; DRD3 agonist: 3; EPAC2 antagonist: 2%; CCT modulator: 0.2; DRD3 antagonist: -5

How did COc1ccc2sc(N(CCCN(C)C)C(=O)c3ccc(S(=O)(=O)N(C)Cc4ccccc4)cc3)nc2c1 do in these assays?
PTHR1 ag: inactive; Akt phos inh: inactive; MmCpn inh: -1%; EPAC2 ag: 4%; DRD3 agonist: -16; EPAC2 antagonist: -18%; CCT modulator: -0.7; DRD3 antagonist: -10

Results for COc1ccc(C2c3c(oc4ccccc4c3=O)C(=O)N2Cc2ccncc2)cc1OC (stereo not drawn) ?
PTHR1 ag: -5%[57.5 µM]; Akt phos inh: inactive; EPAC2 ag: 2%; DRD3 agonist: -1; EPAC2 antagonist: 1%; CCT modulator: -0.4; DRD3 antagonist: -5

What do the screens show for `CCN1CCN(C(CNS(=O)(=O)c2ccc(F)cc2)c2cccnc2)CC1` (stereo not drawn)?
PTHR1 ag: inactive; Akt phos inh: inactive; MmCpn inh: -4%; EPAC2 ag: 3%; DRD3 agonist: -3; EPAC2 antagonist: 13%; CCT modulator: -2.9; DRD3 antagonist: 5
